Screening results as filed in PubChem.
GAA glycogen: GAA glycogen-cleavage inhibition or activation | recombinant GAA, glycogen substrate, Amplex Red glucose oxidase fluorescence | Potency, µM (doses to about 76.4 µM), inactives show top-dose activity change, negative = inhibition, actives largely listed as inhibitors | hit rate 0.38% among 300,000 | AID 2100; active means well fitted inhibition curve with a large enough effect; inconclusive means small, poorly fitted or top-dose-only effect, or another doubt; inactive means no such curve, though single readings can be large or run the other way;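 further: 0% = full enzyme reaction and -100% = no-enzyme basal signal; the screen sought inhibitors and activators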
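qHTS, 1536-well; enzyme 4 nM final; cpd up to 77 uM; substrate bovine liver glycogen 30 ug; 50 mM citrate/phosphate pH 5.0, 0.01% Tween-20; 37 C, 40 min; Amplex Red detection 45 min RT; Hill fit → AC50.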
* = called active by the depositor; ? = inconclusive; [ ] = dose if it differs, or a comment. Potency means the concentration at half of the fitted maximal effect. This is a subset, so the mix of outcomes need not match the whole.

mol	GAA glycogen
CCC(=O)N1c2ccccc2C(C)(c2ccccc2)CC1(C)C (stereo not given)	-13%[76.3 µM]
COc1cc(NC(=O)CCCNC(=O)c2ccc(Cl)cc2)cc(OC)c1OC	-6%
COc1ccc(CNC(=O)CN(C)Cc2ccc(C(C)(C)C)cc2)cc1	3%
O=C(NCCC1=CCCCC1)c1ccc2c(c1)N(Cc1ccccc1F)C(=O)c1ccccc1S2(=O)=O	11%[76.3 µM]
COc1ccc(NC2=C(c3ccccc3)C(=O)c3ccccc32)cc1Cl	0%[76.3 µM]
CC(C)(C)n1cnc2cc(NC(=O)c3ccco3)ccc21	1%
CCC(=O)N1CCc2cc(S(=O)(=O)NC(CC(C)C)C(=O)Nc3cccc(C)c3C)ccc21 (stereo not given)	20%[76.3 µM]
CCOc1ccc(N2CC(c3nc4ccccc4n3CCOc3ccc(OC)cc3)CC2=O)cc1 (stereo not given)	17%[76.3 µM]
Oc1ccc(/C=N/Nc2ccc(Cl)nn2)c(O)c1O	?
C=CCOc1ccccc1C(=O)/C=C1/C(=O)Nc2ccccc21	-6%
Cc1ccc(Cl)cc1N1CCN(C(=O)C2CCN(S(=O)(=O)Cc3ccccc3)CC2)CC1	-13%[76.3 µM]
CCCCn1c2ccc(F)cc2c2nnc(SCCN3CCOCC3)nc21	-2%
CC(=O)N1CCN(c2ccc(NC(=O)c3cccc(Cl)c3Cl)cc2)CC1	-1%[76.3 µM]
CCOC(=O)c1nnn(C(CC)C(=O)Nc2ccc(F)cc2)c1C(=O)OCC (stereo not given)	-8%[76.3 µM]
COc1ccc(C)cc1NC(=O)C(=O)c1cn(CC(=O)N2CCCC2)c2ccccc12	-15%[76.3 µM]
N=c1c(C(=O)NC2CCCC2)cc2c(=O)n3ccccc3nc2n1C1CCCCC1	-12%
CCN(CC)C(=O)C1CCCN(C(=O)c2cc(COc3ccc4ncccc4c3)on2)C1 (stereo not given)	-2%[76.3 µM]
Cc1cccc(NC(=S)Nc2cccc3ccccc23)c1	-10%[76.3 µM]
CCOC(=O)c1cccc(NC(=O)c2cnn(-c3ccccc3)c2-n2cccc2)c1	-9%[76.3 µM]
COc1cccc(N(CC(=O)NC2CCCCC2)C(=O)CCCC(=O)Nc2ccccn2)c1	-5%
COc1ccccc1-n1c(C)nc2cc(C(=O)NCC3CCCO3)ccc21 (stereo not given)	-22%[76.3 µM]
CCOc1ccc2cc(C(=O)NCc3ccccc3)c(=N)oc2c1	1%
NC(=O)c1ccccc1NC(=O)CSc1nc2c(c(=O)[nH]1)CCCC2	-1%[76.3 µM]
COc1ccc(C(=O)Nc2nc3ccccc3s2)cc1	-12%[76.3 µM]
Cc1ccc(C)c(NC(=O)CCN2CCN(C)CC2)c1	-9%[76.3 µM]
Cc1cc(C)c(NC(=O)Cn2c(=O)n(CCC(=O)N3CCc4ccccc4C3)c(=O)c3ccccc32)c(C)c1	8%[76.3 µM]
CCn1c(C)nnc1SCC(=O)Nc1ccc2c(c1)OCCO2	5%
COc1ccc(Br)cc1S(=O)(=O)n1nc(C)cc1C	5%[76.3 µM]
COc1ccc(CNC(=O)c2ccc(Cn3nc(C)cc3C)o2)cc1	-2%[76.3 µM]
COC(=O)c1cc(-c2c(-c3ccc4c(c3)OCO4)noc2-c2ccsc2)cc([N+](=O)[O-])c1	-8%[76.3 µM]
CCc1noc(-c2ccc(N3CCCCC3C)c([N+](=O)[O-])c2)n1 (stereo not given)	-4%[76.3 µM]
COc1cccc(CNCCSc2nnnn2C)c1OCc1ccccc1	2%[76.3 µM]
CCOC(=O)COc1ccc(-c2nnn(CC(=O)Nc3ccccc3)n2)cc1	-20%[76.3 µM]
COc1cc(OC)c(NC(=O)Cn2cnc3sc(C)c(S(=O)(=O)N4CCC(C)CC4)c3c2=O)cc1Cl	?
O=C(Nc1nnc(SCc2cccnc2)s1)C1CC(=O)N(c2ccc(F)cc2)C1 (stereo not given)	-12%[76.3 µM]
O=C(NC1CCCC1)C(c1ccccc1)N(Cc1ccccc1)C(=O)c1csnn1 (stereo not given)	-2%
O=C(CCN1CCOCC1)Nc1ccc(Cl)cc1	19%[76.3 µM]
CC(=O)c1ccc(OC(=O)N2CCOCC2)cc1	-9%[76.3 µM]
COc1ccc(N2CCN(C(=O)c3cn(C4CCCCC4)c(=O)c4c3c3ccccc3n4C)CC2)cc1	5%[76.3 µM]
CN(C(=O)CCNC(=O)Cn1cnc2ccccc2c1=O)c1ccccc1F	1%
Cc1ccccc1C(=O)N1CCC(C(=O)NCc2ccc(Cl)cc2)CC1	-10%[76.3 µM]
O=C(Cc1ccc(Br)cc1)NC1CCCc2ccccc21 (stereo not given)	-6%
CCn1c(SCC(=O)NC2CC2)nnc1-c1ccccn1	-14%[76.3 µM]
Cc1ccc(OCC(=O)Nc2ccccc2C(N)=O)cc1	14%[76.3 µM]
Cc1ccc(-c2nc(CS(=O)CC(=O)NCCN3CCCCCC3)c(C)o2)cc1 (stereo not given)	-5%[76.3 µM]
CCCCCC(=O)Nc1cc(S(=O)(=O)N2CCOCC2)ccc1N1CCN(C)CC1	-2%[76.3 µM]
COc1ccc(-c2noc(C3CCCN(C(=O)c4cccc(F)c4)C3)n2)cc1 (stereo not given)	-8%[76.3 µM]
CC1=C(C(=O)OC2CCCC2)C(c2ccc(Cl)cc2)CC(=O)N1 (stereo not given)	13%[76.3 µM]
CC1CCc2c(sc(NC(=O)c3ccccc3)c2C(=O)Nc2ccccc2)C1 (stereo not given)	-11%[76.3 µM]
COc1ccc(CCNC(=O)CC(Cc2ccc(C)cc2)C(=O)O)cc1OC (stereo not given)	1%
CCn1c(O)c(N=NC(=O)CNC(=O)/C=C/c2ccccc2)c2ccccc21	-20%[76.3 µM]
CSc1ccc(C(c2c(C(=O)O)[nH]c3ccccc23)c2c(C(=O)O)[nH]c3ccccc23)cc1	4%[76.3 µM]
COc1ccc(CNC(=O)Cc2c(C)c3cc4c(C)coc4cc3oc2=O)cc1	-16%[76.3 µM]
COc1ccc(/C=C2\SC(N)=NC2=O)cc1Cl	5%
CC1CCN(CC(=O)NNC(=O)c2cccc(Br)c2)CC1	1%
Cc1ccc(CNC(=O)c2ccc(S(=O)(=O)N(C)C)cc2)n1C	3%
CCCc1cc(Nc2ccccc2C)n2ncnc2n1	7%[76.3 µM]
O=C(NNC(=O)C12CC3CC(CC(O)(C3)C1)C2)c1ccccc1O	-1%[76.3 µM]
Cc1ccccc1C(=O)N1CCN(c2ccc(NC(=O)c3cccc(OC(C)C)c3)cc2)CC1	-7%[76.3 µM]
COC(=O)c1ccccc1Oc1cnc2ccccc2n1	2%

(continued)
mol	GAA glycogen
COc1ccc(OCC(O)CNCCOc2ccccc2OC)c(C(C)(C)C)c1 (stereo not given)	-17%
COc1cc(S(=O)(=O)NCc2ccc3c(c2)OCO3)ccc1F	-17%
COC(=O)c1ccccc1S(=O)(=O)N1CCCC(c2nc3c(nnn3Cc3ccc(C)cc3)c(=O)[nH]2)C1 (stereo not given)	0%
CCc1ccccc1S(=O)(=O)Cc1ccc(C(=O)NCc2ccc(Cl)cc2)o1	10%[76.3 µM]
COc1ccc(S(=O)(=O)N2CCSCC2)cc1C(N)=O	12%[76.3 µM]
CCn1cc(C(=O)NCCc2ccccc2)c(=O)c2cc(S(=O)(=O)N3CCCCCC3)ccc21	1%[76.3 µM]
c1ccc(Cc2ccc(OCCN3CCOCC3)cc2)cc1	1%[76.3 µM]
Cc1ccc(OCCCC(=O)Nc2sc3c(c2C(N)=O)CCC(C)C3)cc1 (stereo not given)	0%[76.3 µM]
Cc1ccc(N(C(=O)c2ccc3c(c2)OCO3)C2C=CS(=O)(=O)C2)cc1C (stereo not given)	-23%[76.3 µM]
Cc1ccc(-c2nc3c(c(SCC(=O)Nc4cccc(C(=O)O)c4)n2)Cc2cccc(C)c2O3)cc1	4%[76.3 µM]
COc1ccccc1NC(=O)CSc1nnc(CC(=O)Nc2ccccc2F)n1C	-5%
Cc1cc(-c2csc(Nc3ccccn3)n2)ccc1F	-5%[76.3 µM]
COc1ccc(-c2nc3ccccc3s2)cc1NC(=O)c1cc2ccccc2o1	0%[76.3 µM]
Cc1ccc(NC(=O)CCN2C(=O)c3ccccc3Sc3ncccc32)c(Cl)c1	12%[76.3 µM]
COc1ccc(C(=O)N2CCC(C(=O)N3CCN(Cc4ccccc4)CC3)CC2)cc1	-4%[76.3 µM]
O=C(NCC1CC1)c1onc(CSc2nc3ccccc3[nH]2)c1C(=O)NCC1CC1	-13%[76.3 µM]
COc1ccc(C(=O)N2CCC(CCC(=O)Nc3cccc(C)c3)CC2)cc1	0%[76.3 µM]
CNC(=O)COc1ccc(S(=O)(=O)N2CCCC2)cc1	-4%[76.3 µM]
CCOC(=O)c1cc(S(=O)(=O)N2CCN(Cc3ccccc3)CC2)cn1C	7%[76.3 µM]
CCN(CCC#N)c1ccc(N2C(=O)CCCC2=O)cc1[N+](=O)[O-]	5%

Structures from the list above that have an aryl thioether with sulfur outside any ring, in the order listed:
mol	GAA glycogen
CCCCn1c2ccc(F)cc2c2nnc(SCCN3CCOCC3)nc21	-2%
NC(=O)c1ccccc1NC(=O)CSc1nc2c(c(=O)[nH]1)CCCC2	-1%[76.3 µM]
CCn1c(C)nnc1SCC(=O)Nc1ccc2c(c1)OCCO2	5%
COc1cccc(CNCCSc2nnnn2C)c1OCc1ccccc1	2%[76.3 µM]
O=C(Nc1nnc(SCc2cccnc2)s1)C1CC(=O)N(c2ccc(F)cc2)C1 (stereo not given)	-12%[76.3 µM]
CCn1c(SCC(=O)NC2CC2)nnc1-c1ccccn1	-14%[76.3 µM]
CSc1ccc(C(c2c(C(=O)O)[nH]c3ccccc23)c2c(C(=O)O)[nH]c3ccccc23)cc1	4%[76.3 µM]
Cc1ccc(-c2nc3c(c(SCC(=O)Nc4cccc(C(=O)O)c4)n2)Cc2cccc(C)c2O3)cc1	4%[76.3 µM]
COc1ccccc1NC(=O)CSc1nnc(CC(=O)Nc2ccccc2F)n1C	-5%
O=C(NCC1CC1)c1onc(CSc2nc3ccccc3[nH]2)c1C(=O)NCC1CC1	-13%[76.3 µM]

Returning to the listing, starting 2 compounds before the break.
SMILES | GAA glycogen
CCOC(=O)c1cc(S(=O)(=O)N2CCN(Cc3ccccc3)CC2)cn1C | 7%[76.3 µM]
CCN(CCC#N)c1ccc(N2C(=O)CCCC2=O)cc1[N+](=O)[O-] | 5%
O=C(CNC(=O)c1ccco1)OCC(=O)c1ccc(Br)cc1 | -5%
CC(C)(C)c1ccc(Cc2n[nH]c(=S)[nH]c2=O)cc1 | -1%
O=C(CCN1CCOCC1)N1CCCC(Nc2ccc(F)cc2)C1 (stereo not given) | -4%[76.3 µM]
O=C(O)CC(NS(=O)(=O)Cc1ccccc1)c1cccc([N+](=O)[O-])c1 (stereo not given) | 5%
COc1ccc(OC)c(CCNC(=O)Cn2cccc2C(=O)c2ccccc2)c1 | 7%[76.3 µM]
COc1ccc2c(CNCCc3ccco3)c(C(=O)O)n(Cc3ccccc3)c2c1 | -6%[76.3 µM]
CC(C)c1ccc(S(=O)(=O)c2nnn3c2nc(NCc2cccs2)c2sccc23)cc1 | -10%[76.3 µM]
O=C(Nc1ccc(F)cc1)c1nc[nH]c1C(=O)O | 2%
O=C1CC(c2ccccc2)c2cccc(F)c21 (stereo not given) | -10%
COc1ccc(C)cc1NC(=O)Nc1ccc(C(=O)N2CCCC2)cc1 | -1%[76.3 µM]
Cc1ccc(N2CCN(C(=O)NCc3noc4ccc(C)cc34)CC2)c(C)c1 | -12%[76.3 µM]
Cc1ccc(CN(Cc2ccco2)C(=O)c2oc3c(C)c(C)ccc3c2C)cc1 | 10%[76.3 µM]
CC(C)Cc1ccc(C(=O)NCCOc2ccccc2)o1 | -1%
CCOC(=O)c1nc(Nc2ccccc2CC)c2ccccc2n1 | 3%
O=C(C1CCCN(S(=O)(=O)c2ccc(Br)s2)C1)N1CCN(c2ccccc2F)CC1 (stereo not given) | -17%[76.3 µM]
COC(=O)c1ccccc1NC(=O)c1nc(S(=O)(=O)Cc2cccc(C)c2)ncc1Cl | 14%[76.3 µM]
Cc1cccc(C(=O)NNC(=O)CCCCC(=O)NNC(=O)c2cccc(C)c2)c1 | -2%
Cc1cccc(NC(=O)Cn2c(=O)oc3ccccc32)n1 | 3%[76.3 µM]
CC12CCC(=O)N1C(C(=O)Nc1nnc(SCc3ccccc3F)s1)CS2 (stereo not given) | -1%[76.3 µM]
COc1ccc(C(CNc2ccc(S(C)(=O)=O)cc2[N+](=O)[O-])N(C)C)cc1OC (stereo not given) | 14%[76.3 µM]
COc1ccc(Nc2nc3c(S(=O)(=O)c4ccccc4)nnn3c3ccc(Cl)cc23)c(OC)c1 | 20%[76.3 µM]
O=C(NC1CCCC1)c1ccc(Cl)c(S(=O)(=O)N2CCCCC2)c1 | -3%
Cc1nn2c(=O)cc(CSc3ccccc3NC(=O)c3ccccc3F)nc2s1 | 1%[76.3 µM]
O=C(Nc1ccc(F)cc1)c1ccc(S(=O)(=O)NCc2cccnc2)cc1 | -1%
O=C(NCC1CC1)Nc1cccc(Cl)c1 | 5%
O=c1[nH]c2c(oc3ccccc32)c(=O)n1Cc1ccccc1 | -5%
COc1ccc(N(CC(=O)Nc2cccnc2)S(=O)(=O)c2ccccc2)cc1Cl | -7%
O=C(NCC(=O)N1CCC2(CC1)NCCc1[nH]cnc12)c1ccc2ccccc2c1 | -2%[76.3 µM]
CCCc1cc(C(=O)Nc2c(C)nn(Cc3ccc(C)cc3)c2C)no1 | -8%[76.3 µM]
Cc1cc(C(=O)Nc2ccc(C)c(C)c2)n(-c2ccccc2)n1 | 3%
CC(Oc1ccccc1Cl)C(=O)Nc1ccccc1C(=O)N1CCOCC1 (stereo not given) | -9%[76.3 µM]
